BAP1 inh: inhibitors of human BAP1 deubiquitinase. Q92560. recombinant BAP1, Ub-AMC hydrolysis fluorescence kinetic; active compounds read low. activity remaining (% of control), % at 20 µM. 0.48% of 72,000 active. AID 436;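 active means activity remaining at or below 50% of control, provided the compound also passes the data quality filters; inactive means the rest, including low values that fail the filters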;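 further: 100% = DMSO wells rate and 0% = substrate alone blank rate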
Target sequence (Q92560 whole entry, looked up): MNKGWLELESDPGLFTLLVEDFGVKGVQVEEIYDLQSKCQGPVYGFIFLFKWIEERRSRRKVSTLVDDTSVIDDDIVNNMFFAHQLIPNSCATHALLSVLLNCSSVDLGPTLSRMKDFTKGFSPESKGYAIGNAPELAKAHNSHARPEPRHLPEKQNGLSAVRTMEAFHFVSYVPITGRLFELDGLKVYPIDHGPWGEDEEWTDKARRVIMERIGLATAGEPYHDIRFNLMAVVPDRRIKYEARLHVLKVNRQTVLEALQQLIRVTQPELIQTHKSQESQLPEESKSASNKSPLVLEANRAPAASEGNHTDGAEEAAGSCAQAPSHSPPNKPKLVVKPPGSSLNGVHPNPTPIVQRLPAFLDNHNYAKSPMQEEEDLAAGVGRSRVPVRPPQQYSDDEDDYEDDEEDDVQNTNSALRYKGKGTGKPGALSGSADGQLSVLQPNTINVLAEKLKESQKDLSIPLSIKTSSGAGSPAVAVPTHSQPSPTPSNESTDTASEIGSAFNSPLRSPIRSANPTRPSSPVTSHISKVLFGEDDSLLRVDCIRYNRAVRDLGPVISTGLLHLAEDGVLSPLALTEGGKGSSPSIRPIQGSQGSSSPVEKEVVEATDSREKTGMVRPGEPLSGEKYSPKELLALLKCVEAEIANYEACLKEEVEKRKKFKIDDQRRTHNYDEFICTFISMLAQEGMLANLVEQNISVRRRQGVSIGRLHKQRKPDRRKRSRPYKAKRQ
HePTP inh: inhibitors of human HePTP phosphatase; P35236; recombinant HePTP phosphatase activity, OD absorbance; inhibition, % at 20 µM; 0.64% of 110,000 active; in the data active means inhibition above about 50%;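 further: plate controls were vehicle for no effect and reference inhibitor for full effect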
Target sequence (P35236 whole entry, looked up): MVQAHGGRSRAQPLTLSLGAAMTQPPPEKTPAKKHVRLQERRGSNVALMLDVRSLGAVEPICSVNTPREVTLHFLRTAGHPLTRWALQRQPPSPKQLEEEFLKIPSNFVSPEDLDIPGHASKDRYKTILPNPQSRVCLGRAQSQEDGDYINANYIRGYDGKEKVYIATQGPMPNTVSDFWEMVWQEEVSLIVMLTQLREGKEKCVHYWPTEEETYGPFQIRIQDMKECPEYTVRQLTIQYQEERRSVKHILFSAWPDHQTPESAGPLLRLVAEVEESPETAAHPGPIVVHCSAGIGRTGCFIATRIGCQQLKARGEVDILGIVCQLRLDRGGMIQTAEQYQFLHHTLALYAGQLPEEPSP
An asterisk follows results filed as active; . = no result given; & = joins results of further samples.

The first 2 entries as a preview:
HePTP inh	BAP1 inh	mol
3	93	O=C(CCN1C(=O)c2ccccc2C1=O)Nc1ccncc1
-2	98	Cn1c(=O)c2c(nc(CN3CCN(CCO)CC3)n2CCc2ccccc2)n(C)c1=O

Results, from the start:
HePTP inh	BAP1 inh	mol
3	93	O=C(CCN1C(=O)c2ccccc2C1=O)Nc1ccncc1
-2	98	Cn1c(=O)c2c(nc(CN3CCN(CCO)CC3)n2CCc2ccccc2)n(C)c1=O
6	.	O=C1CC(NCc2cccs2)C(=O)N1c1ccc(Cl)cc1 (stereo unspecified)
-8	.	COCCOC(=O)c1c(C)oc2ccc(OCc3ccccc3Br)cc12
9	.	Cc1noc(C)c1C(=O)N1CCC(Cc2ccccc2)CC1
6	45*	Cc1nc(N2CCN(c3ccccc3)CC2)nc2c1C(=O)CC(c1ccccc1)C2 (stereo unspecified)
.	114	Cc1onc(-c2ccccc2Cl)c1C(=O)Nc1c2c(nn1-c1ccc([N+](=O)[O-])cc1)CSC2
-18	.	O=C(N/N=C/c1ccccc1Cl)c1ccccn1
3	106	CCCCCOc1ccc(NC(=O)CCCC(=O)O)cc1
2	86	O=c1cc(O)c2c(=O)n(-c3ccccc3)c3ccccc3c2o1
0	.	COc1ccc(N/C(=N\S(=O)(=O)c2ccc(NC(C)=O)cc2)Nc2nc(C)cc(C)n2)cc1OC
8	54	CC(=O)c1nc(N2C(=O)C3CC=C(C)CC3C2=O)sc1C (stereo unspecified)
2	84	Cc1ccc(-n2sc3ccccc3c2=O)cc1S(=O)(=O)N1CCCCC1
3	104	CCOC(=O)c1c(NC(=O)CSc2nnnn2C)sc(C)c1C
-5	82	COc1ccccc1N1CCN(CC(=O)c2ccc3ccn(C(C)=O)c3c2)CC1
5	.	O=c1[nH]c2ccccc2c(O)c1-c1cc2ccccc2oc1=O
10	.	C#CCSc1nc2ccccc2n1C(=O)CCN1C(=O)c2cccc3cccc(c23)C1=O
-9	.	COc1cc(C(=O)c2cc(Br)ccc2NC(=O)COc2ccccc2)cc(OC)c1OC
11	87	CCc1cc2c(cc3c(=O)n(CC(=O)N4CCN(c5ccccn5)CC4)nc(CC)n32)s1
-9	.	COC(OC)C12c3ccccc3C(c3ccccc31)C1C(=O)N(Cc3cccnc3)C(=O)C12 (stereo unspecified)
3	.	Cc1cccc2c1[nH]c1nc(SCC(C)C)nnc12
11	.	COc1ccccc1N(CC(=O)Nc1cc(C)ccc1C)S(=O)(=O)c1ccccc1
4	89	O=C(O)C1CCN1C1CCCCC1 (stereo unspecified)
4	.	COc1ccc(OC)c(C(=O)COC(=O)c2ccc(C)o2)c1
-2	.	COc1cccc(OCCNc2cc(N3CCCC3)ccc2[N+](=O)[O-])c1
5	114	O=C(NCCCN1CCCCCC1)c1ccc(CS(=O)(=O)Cc2ccccc2F)o1
-1	94	Cc1ccccc1Cn1ccc(NC(=O)c2nc3ncccn3n2)n1
5	120	CCOc1ccccc1Oc1cn[nH]c1-c1ccc(OC)cc1O
2	83	CCOc1ccc(S(=O)(=O)N2CCN(S(=O)(=O)c3ccc(OCC)cc3)C(C)C2)cc1 (stereo unspecified)
4	.	COc1ccccc1CNC(=O)c1ccc(OC)c(OC)c1
3	.	Cn1nccc1C(=O)Nc1nc2ccccc2s1
7	.	CCOc1ccc(NC(=O)C2=C(C)NC(=S)NC2c2ccc(OC)c(OC)c2)cc1 (stereo unspecified)

Quoted from above for reference:
HePTP inh	BAP1 inh	mol
2	83	CCOc1ccc(S(=O)(=O)N2CCN(S(=O)(=O)c3ccc(OCC)cc3)C(C)C2)cc1 (stereo unspecified)
4	.	COc1ccccc1CNC(=O)c1ccc(OC)c(OC)c1
3	.	Cn1nccc1C(=O)Nc1nc2ccccc2s1

Later entries.
HePTP inh	BAP1 inh	mol
4	84	CCOC(=O)c1nn(-c2c(C)n(C)n(-c3ccccc3)c2=O)cc1O
.	142	COc1ccc(Cl)cc1NC(=O)CN1CCN(C)CC1
11	.	COc1ccc(Br)cc1C(=O)Nc1cccc(-c2nc3ccccc3[nH]2)c1
-6	.	Cc1cc(I)ccc1NC(=O)c1ccc([N+](=O)[O-])c(C)c1
2	63	O=C(O)CN(Cc1ccccc1)S(=O)(=O)c1ccc(F)cc1
-7	.	CCCC(=O)NS(=O)(=O)c1ccc(NS(C)(=O)=O)cc1
9	.	Cc1ccccc1-c1coc2cc(O)ccc2c1=O
-3	80	CC(=O)OCCN(Cc1ccccc1)Cc1ccc2c(c1)OCO2
3	94	O=C1Cn2c(nc3ccccc32)-c2ccccc2N1
.	72	COC(=O)C(CC(C)C)NC(=O)CCC1CCCCC1 (stereo unspecified)
10	.	COc1ccc(N(C)S(=O)(=O)c2cccc(C(=O)Nc3ccc(-n4cnnn4)cc3)c2)cc1
2	104	Cc1onc(-c2ccccc2Cl)c1C(=O)NCc1cccs1
7	74	O=S(=O)(Cc1ccc(Cl)cc1)Nc1ccc2c(c1)OCO2
-7	94	Cc1ccccc1Cn1c(=O)n(CCCC(=O)NCc2ccco2)c(=O)c2ccccc21
-9	.	O=C(CN(Cc1ccccc1)S(=O)(=O)c1ccccc1)Nc1cccc2ccccc12
10	93	CCc1nc(SCc2ccc(C(=O)OC)o2)c2c(=O)n(C)c(=O)n(C)c2n1
-1	97	CC(NC(=O)C1CC2CCCC(C1)C2=O)c1ccccc1 (stereo unspecified)
-6	.	Cc1ccc(/C(N)=N/OC(=O)c2cccc(Br)c2)cc1
-6	.	O=C(NC(C(=O)c1ccccc1)N1CCCC1)c1ccco1 (stereo unspecified)
9	97	Cc1occc1-c1nnc(SCC(=O)NCCc2ccccc2)n1Cc1ccccc1
11	102	COCCn1nnnc1C(c1cccc(OC)c1OC)N1CCN(C2CCCCC2)CC1 (stereo unspecified)
13	81	O=C(O)Cc1coc(-c2ccc(F)cc2)n1
-4	.	Nc1nnc(CC(=O)N/N=C/c2ccc(Cl)cc2Cl)s1
8	.	CCOP(=O)(OCC)C(Nc1ccccc1)c1cccc([N+](=O)[O-])c1 (stereo unspecified)

Complete entries as entered above. Values in the order: HePTP inh, BAP1 inh
Cc1occc1-c1nnc(SCC(=O)NCCc2ccccc2)n1Cc1ccccc1 across the screens: 9, 97
Cc1ccc(/C(N)=N/OC(=O)c2cccc(Br)c2)cc1 across the screens: -6, .
CC(NC(=O)C1CC2CCCC(C1)C2=O)c1ccccc1 (stereo unspecified) across the screens: -1, 97
Nc1nnc(CC(=O)N/N=C/c2ccc(Cl)cc2Cl)s1 across the screens: -4, .
O=C(NC(C(=O)c1ccccc1)N1CCCC1)c1ccco1 (stereo unspecified) across the screens: -6, .

Continued.
HePTP inh	BAP1 inh	mol
6	.	COc1ccccc1NC(=O)C1=C(C)NC(SCc2ccccc2)=C(C#N)C1c1ccco1 (stereo unspecified)
1	89	CC(=O)Nc1ccc(S(=O)(=O)N2CCN(C34CC5CC(CC(C5)C3)C4)CC2)cc1
0	.	NC(=S)NNC(=O)COc1ccccc1
2	91	Cc1oc(-c2ccccc2)cc1C(=O)Nc1cccc(C(=O)O)c1
0	.	c1ccc(OCc2nn3c(Cn4nnc5ccccc54)nnc3s2)cc1
0	.	O=C(NC(=S)Nc1ccc(Cl)c(-c2nc3ccccc3o2)c1)c1ccccc1Cl
7&-5	91	COc1cccc(CN2CCN(C(=O)c3ccco3)CC2)c1OC
-6	.	COc1ccc(C(=O)NCc2ccc3c(c2)OCO3)c(OC)c1
5	.	O=C(COc1ccccc1[N+](=O)[O-])Nc1ccc(N2CCOCC2)cc1
7	104	Cc1nnc(C)n1/N=C/c1cccn1C
4	.	Nc1nnc(-c2ccccc2SCc2ccccc2)s1
-2	.	Cc1cc([N+](=O)[O-])ccc1NC(=S)NC(=O)/C=C/c1ccccc1
8	83	CCOc1ccc(C(=O)N2CCc3cc(OC)c(OC)cc3C2)cc1OCC
-8	.	CCNc1nc(CC)nc2c1oc1ccccc12
-8	.	COc1ccc(/C=C/C(=O)Nc2ccc(OC(F)(F)F)cc2)cc1
7	.	CCCCn1c2nc3ccccc3nc2c2c(=O)n(CC(C)C)cnc21
-9	.	COc1ccc(C2CC(C(F)(F)F)n3nc(C(=O)Nc4cccc(C(C)O)c4)cc3N2)cc1 (stereo unspecified)
-9	93	O=C(CSc1ncnc2ccccc12)Nc1ccc2c(c1)OCO2
.	66	CCN1C(=O)c2cccc3c(NC(=O)c4ccc(S(=O)(=O)N(C)c5ccccc5)cc4)ccc1c23
6	92	c1ccc(N2CCN(c3nnc(Cc4cccnc4)c4ccccc34)CC2)nc1
6	.	COC(=O)c1cc(O)cc(S(=O)(=O)c2ccc(C)cc2)c1O
8	92	O=C(Cc1ccc(Cl)cc1)Nc1cccc(-c2nnc(-c3ccco3)o2)c1
.	98	COc1ccccc1-n1cnc2cc(C(=O)NCC3CCCO3)ccc21 (stereo unspecified)
104*	.	CCn1nc(C)c(Cc2c(C)nn(CC)c2C)c1C
-9	89	CC(C)OC(=O)c1c(F)c(F)c(N2CCOCC2)c(F)c1F
9	103	CCOC(=O)c1cc2c(ccn2C)n1CC(=O)N1CCN(c2ccccc2)CC1
14	124	COc1ccc(OCc2nnc(SC3CCOC3=O)n2-c2ccccc2)cc1 (stereo unspecified)
10	92	C=CCN(CC(=O)NCc1ccccc1)C(=O)c1csnn1
6	.	CCCCCOC(=O)C1=C(C)NC2=C(C(=O)CCC2)C1c1cccc(Cl)c1Cl (stereo unspecified)
3	.	O=C(O)c1cc2n(n1)C(C(F)(F)F)CC(c1ccc3c(c1)OCO3)N2 (stereo unspecified)
4	95	O=C(c1ccco1)N1CCN(C(=O)C2CCN(S(=O)(=O)Cc3ccccc3)CC2)CC1
5	.	COCCNC(=O)CN(c1cccc(OC)c1)S(=O)(=O)c1ccccc1
1	70	c1ccc2c(c1)nc(Nc1ccc3c(c1)OCO3)c1nnnn12
6	90	CCOC(=O)CN1CC23C=CC(O2)C(C(=O)NCCc2ccccc2)C3C1=O (stereo unspecified)
7	.	COc1ccc2c(c1OC)C(=O)N(c1nc(-c3ccccc3)c(C(=O)c3ccccc3)s1)C2=O
5	84	CCSc1nnc(N)s1
4	.	Cc1c(Cl)cccc1NC(=O)CN1CCN(CCO)CC1
5	.	O=C(Nc1ccc(Cl)cc1)N1CCN(c2ccc(Cl)cc2)CC1
15	.	COC(=O)c1ccc(/C=C2/C=C(c3ccc(OC)cc3)OC2=O)cc1
6	.	O=C1C2C3C=CC(C4CC34)C2C(=O)N1Cc1ccc(F)cc1 (stereo unspecified)
-3	103	COC(=O)c1ccccc1NC(=O)Cn1cc(Br)cn1
.	106	O=c1cc(N2CCC3(CC2)OCCO3)[nH]c(=O)n1-c1ccc(Br)cc1
2	.	CCC12CC3CC(C1)CC(C(=O)NNC(N)=O)(C3)C2
8	93	CCN(CC)CCn1c2ccccc2c2nc(C)sc21
3	110	Cc1cc(=O)[nH]c(SCC(=O)Nc2cccc(C(F)(F)F)c2)n1
4	.	CCOc1ccc(-n2c(O)c(C=NCCCO)c(=O)[nH]c2=O)cc1
.	73	CCN(CC)c1ccc(C2C(C(=O)OC3CCCC3)=C(C)NC3=C2C(=O)CC(C)(C)C3)cc1 (stereo unspecified)
6	85	Cc1ccc(S(=O)(=O)NC(=O)NCc2ccccn2)cc1
1	75	CCCCOc1ccc(-c2nc(-c3cccnc3)no2)cc1
5	60	COc1ccc(C(=O)NCc2cccnc2)cc1S(=O)(=O)N1CCOCC1
14	93	O=c1[nH]c2ccc(Br)cc2c(-c2ccccc2)c1N1CCOCC1
8	.	O=C1CC(=O)N(c2ccc(Br)cc2)N1
8	80	Cc1ccc(N2C(=O)c3oc4ccccc4c(=O)c3C2c2cccc(O)c2)nc1 (stereo unspecified)
-2	.	c1cncc(-c2nnc(SCc3nc4ccccc4[nH]3)o2)c1
-4	.	CCOC(=O)C1=C(C)N=c2s/c(=C\c3ccc(OCC)cc3)c(=O)n2C1c1ccccc1 (stereo unspecified)
-7	53	CCCC1(c2ccccc2)NC(=O)N(CC(=O)c2[nH]c(C)c(C(=O)OCC)c2C)C1=O (stereo unspecified)

(list continues)
HePTP inh	BAP1 inh	mol
7	.	COC(=O)c1c(C(F)(F)F)cc(-c2ccccc2)nc1C
-13	.	CC(C)=CCCC(C)CC1OCC(C)O1 (stereo unspecified)
-12	.	O=C1NC(=S)N(c2ccccc2)C(=O)/C1=C/c1cc(Br)c(O)c(Br)c1
-13	.	CC(C)COc1ccc(C(=O)Nc2cccc3ccccc23)cc1
1	.	Cc1c(-n2cc(C(=O)O)c(=O)c3cc(F)c(N4CCCC4)c(F)c32)c(=O)n(-c2ccccc2)n1C
6	122	Cc1cc(C(=O)COC(=O)CCCN2C(=O)c3ccccc3C2=O)c(C)n1C
6	72	O=C(NCc1ccccc1)NC1(C(=O)N2CCN(c3ccccc3)CC2)CCCCC1
-2&3	94&68	CCOC(=O)c1ccccc1NC(=O)C1COc2ccccc2O1 (stereo unspecified)
5	.	COc1ccc(Nc2nnc(Cc3ccc(Cl)cc3)c(=O)[nH]2)c(OC)c1
1	.	CC(C)(C)c1ccc(OCC(=O)Nc2cccc(NC(=O)c3cccc(Cl)c3)c2)cc1
0	.	Cc1cccc(C(=O)NCc2ccncc2)c1
8	.	COc1ccc2nc(NC(=O)c3ccc(C(C)(C)C)cc3)sc2c1
0	90	COc1ccc(NC(=O)Cc2ccc(Cl)cc2)cc1NC(=O)c1ccco1
6	147	COC(=O)C1=C(C)N(C2CCCC2)C(=O)C1(NC(C)=O)C(F)(F)F (stereo unspecified)
5	131	O=C1CCCC2=C1C(c1ccccc1O)C1=C(CCCC1=O)O2
1	.	Cc1ccn2c(NC(=O)/C=C/c3ccccc3)c(-c3ccccc3)nc2c1
-9	.	O=C1NC(=S)N(c2ccc(Cl)cc2)C(=O)/C1=C/c1ccc(N2CCOCC2)o1
.	101	O=C(Cn1c(NCCO)nc2ccccc21)c1ccco1
